# Bioassay records: PubChem BioAssay, several laboratories
# NR1D1 modulator: modulators of Rev-erb alpha DNA binding, primary screen, biochemical, FITC-DNA, fluorescence polarization, uHTS | activity, % at 10 µM | AID 1259318, 2017 | Rev-erbα–FITC-DNA binding, 90 min | hit rate 0.79% among 370,000;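 active = activity above about 14%, limit read from the data; passing the limit was not always enough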;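 also: 0% = DMSO wells with 35 nM protein and 100% = DMSO wells with 750 nM protein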
# PG9 Ab binder: binders of HIV-1 gp120 antibody PG9, primary screen, biochemical, TR-FRET; inhibition, % at 6.7 µM; TR-FRET gp120-PG9 antibody binding; hit rate 0.43% among 360,000; HIV-1 gp120 / PG9 antibody interaction; in the data active = inhibition above about 8.5%
# PRMT1 inh: PRMT1 methyltransferase inhibitors, primary screen, biochemical, fluorescence polarization. Protein arginine N-methyltransferase 1 (Homo sapiens), Q99873. recombinant PRMT1, activity-based probe fluorescence polarization. inhibition, % at 2.79 µM. hit rate 1.3% among 370,000;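 active = inhibition above about 21% made by adding two undisclosed values, limit read from the data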
# UHRF1 MBD2 ctr: UHRF1 methylated DNA binding inhibitors, primary screen, counter-screen for MBD2 inhibitor project, biochemical, TR-FRET, human UHRF1, single concentration; E3 ubiquitin-protein ligase UHRF1 (Homo sapiens), Q96T88; inhibition, % at 4.4 µM; UHRF1 binding to methylated oligo; hit rate 0.75% among 370,000; in the data active = inhibition above about 21%;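 also: UHRF1 SRA domain binding a hemimethylated CpG hairpin DNA probe; 0% = median of test compound wells and 100% = reference inhibitor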
# MBD2 inh: inhibitors of MBD2 binding to methylated DNA, primary screen, biochemical, TR-FRET, DNA-binding domain, human; inhibition, % at 4.4 µM; Methyl-CpG-binding domain protein 2 (Homo sapiens), Q9UBB5; hit rate 0.31% among 370,000; MBD2 binding to methylated oligonucleotide; in the data active = inhibition above about 13%
# LEDGF integ inh: blockers of LEDGF/p75-dependent integrase strand transfer – biochemical, TR-FRET, high throughput, primary screen. inhibition, % at 3.7 µM. hit rate 0.64% among 370,000. AID 743269, 2014. TR-FRET IN-LEDGF/p75 DNA integration, Eu/Cy5;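 active = inhibition above the screen-wide mean plus 3 SD, cut at about 13% in these data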;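 also: signal is the Cy5 over europium emission ratio at 671 and 618 nm; 0% = plate median of compound wells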
# mABHD4 FP: ABHD4 inhibitors, primary screen, biochemical, fluorescence polarization, mouse; purified mABHD4, FP-Rh probe fluorescence polarization; inhibition, % at 8.92 µM; hit rate 0.54% among 370,000; AID 720543, 2013;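 active = inhibition exceeding the mean over every tested compound plus 3 SD, cut at about 30% in these data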;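 also: 0% = plate median of compound wells and 100% = S159A mutant with DMSO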
# Target sequence (Q8VD66 whole entry, looked up): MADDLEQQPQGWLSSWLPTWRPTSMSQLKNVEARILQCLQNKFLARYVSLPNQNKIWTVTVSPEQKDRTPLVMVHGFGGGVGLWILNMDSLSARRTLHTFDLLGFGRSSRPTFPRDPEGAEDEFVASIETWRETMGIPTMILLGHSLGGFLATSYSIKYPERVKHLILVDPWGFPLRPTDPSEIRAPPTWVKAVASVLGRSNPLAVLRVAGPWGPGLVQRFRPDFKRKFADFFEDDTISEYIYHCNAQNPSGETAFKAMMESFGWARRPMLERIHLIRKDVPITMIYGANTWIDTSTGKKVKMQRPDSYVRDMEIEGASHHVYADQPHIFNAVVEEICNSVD
#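 Doses – 8.92 µM, single dose · Material – wild-type mouse ABHD4 protein · Replication – single well per compound (singlicate) · Measure – percent inhibition of probe binding, normalized to plate controls · Schedule – 45 min compound pre-incubation plus 60 min probe step, 25 °C · Detection – fluorescence polarization with parallel and perpendicular emission, 525/598 nm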
# HTRA1 inhibitor: HTRA1 serine protease inhibitors, primary screen, biochemical, fluorescence polarization, HTS; recombinant HTRA1, FP-rhodamine activity-based probe; inhibition, % at 5.96 µM; hit rate 0.5% among 340,000; in the data active = inhibition above about 36%;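 also: 0% = enzyme with DMSO and 100% = wells lacking enzyme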
# Target sequence (Q92743 whole entry, looked up): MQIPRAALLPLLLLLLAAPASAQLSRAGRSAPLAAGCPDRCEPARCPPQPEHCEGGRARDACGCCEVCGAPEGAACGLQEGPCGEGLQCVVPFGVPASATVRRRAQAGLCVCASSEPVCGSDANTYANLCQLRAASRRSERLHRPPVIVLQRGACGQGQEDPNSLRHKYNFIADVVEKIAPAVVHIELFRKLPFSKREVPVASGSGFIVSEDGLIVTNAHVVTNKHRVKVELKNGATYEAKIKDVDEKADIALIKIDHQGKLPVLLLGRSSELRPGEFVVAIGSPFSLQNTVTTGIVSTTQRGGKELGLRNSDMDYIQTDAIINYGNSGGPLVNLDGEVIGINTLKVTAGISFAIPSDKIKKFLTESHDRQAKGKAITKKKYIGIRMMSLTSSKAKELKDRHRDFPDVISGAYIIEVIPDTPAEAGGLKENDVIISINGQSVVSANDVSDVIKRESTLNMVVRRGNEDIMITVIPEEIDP
# rCAG binder: binders of r(CAG) RNA repeats, primary screen, biochemical, fluorescence. inhibition, % at 3 µM. r(CAG) RNA repeat, TO-PRO-1 dye displacement fluorescence. AID 651821, 2012. hit rate 1.3% among 370,000;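 active = inhibition above the plate cutoff, the mean of all test compounds on that plate plus 3 SD, cut at about 35% in these data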;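 also: 0% = DMSO alone and 100% = 100 µM mitoxantrone as full dye displacement; higher means more dye released from RNA so lower well fluorescence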
# TCR-CD3 inh: inhibitors of human TCR-CD3 interaction, primary screen, biochemical, fluorescence, TAMRA-labeled TCR probe. hit rate 0.37% among 360,000. AID 651800, 2012. inhibition, % at 9.4 µM; in the data active = inhibition above about 19%;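 also: recombinant mutant TCR 2C K166C tagged with TAMRA read by polarization; 0% = receptor in buffer alone and 100% = receptor with positive control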
# * = called active by the depositor; · = not tested or not shown.
SMILES,NR1D1 modulator,PG9 Ab binder,PRMT1 inh,UHRF1 MBD2 ctr,MBD2 inh,LEDGF integ inh,mABHD4 FP,HTRA1 inhibitor,rCAG binder,TCR-CD3 inh
Cc1cccc(N(C(=O)Cn2nnc(-c3ccccc3F)n2)C(C(=O)NC(C)(C)C)c2ccncc2)c1 (stereo unspecified),7,-3.9,-1,1,-3,0,0,-2,1,0
COc1cccc(-c2nnc(SCc3nc4ccccc4[nH]3)n2N)c1,-3,-1.8,3,-3,0,0,2,1,2,2
CCCc1ccc2oc(C(=O)N(Cc3nccn3C)C(C)C)c(C)c2c1,-2,0.0,9,6,2,0,-11,2,-10,1
O=C(Nc1cccc2c1CCCC2)C1CCN(c2nnnn2-c2ccccc2)CC1,-3,0.4,1,3,0,-1,1,-4,-3,2
CSCC[C@H](NC(=O)C1CCN(S(=O)(=O)c2ccc(C)cc2)CC1)C(=O)NCC1CCCO1 (stereo partly specified),0,0.8,-2,-1,-5,-1,2,-2,-4,2
CC1(c2nnnn2Cc2ccccc2)CCC(=O)N1CCc1ccccc1F (stereo unspecified),-4,-0.5,8,22*,15*,-3,-9,·,-1,-10
O=C(Nc1cccc(Cl)c1)Nc1nc(-c2ccccc2)cs1,0,-1.4,0,1,-3,2,-6,-7,50*,-13
O=S(=O)(c1ccc(-c2nc3ccccc3s2)cc1)N1CCCC1,20,-1.0,-1,2,0,5,4,4,4,1
COc1ccc(NC(=O)c2cccc(S(=O)(=O)N3CCOCC3)c2)cn1,3,1.0,6,-7,-7,-1,0,8,0,1
O=C(CSc1nnc(CNc2ccccc2)o1)N1CCc2ccccc21,0,-0.4,0,6,4,0,5,-9,3,8
Cc1cc(C(=O)OCC(=O)NCc2ccco2)c(C)o1,-3,0.7,0,-3,-7,-6,2,-2,1,1
CC1(C)Cc2ccccc2-c2nc(-c3ccccc3)oc(=O)c21,-2,-3.5,-2,1,1,3,5,-12,5,4
CC1(C)CC2(CCCN(CC(O)(c3ccccc3)c3ccccc3)C2)CCO1 (stereo unspecified),-4,1.7,2,2,0,-3,-4,-12,-8,-3
COC(=O)c1cc(-c2ccc(C)cc2)c(=O)n2c1CCC2,-7,·,2,0,-4,-9,6,·,4,·
Cc1ccn(CC(=O)N2N=C(C(F)F)CC2(O)C(F)F)n1 (stereo unspecified),3,-0.4,1,9,2,1,7,1,5,-2
Cc1ccc(OCC(=O)N2CCCCC2C)c([N+](=O)[O-])n1 (stereo unspecified),-10,-0.7,2,0,-4,-6,8,6,0,-3
Cc1cccc(NC2=CC(=O)CC(C)(C)C2)c1C,3,-2.2,-4,7,3,3,-1,-2,-2,-3
O=C(NCc1ccccc1Cl)[C@@H]1CCCN1S(=O)(=O)c1ccc(Cl)cc1,5,0.9,2,4,7,-1,-5,-7,0,-4
CC(C)(C)c1ccc(C(=O)N2CCC(C(=O)NCc3ccco3)CC2)cc1,5,1.4,-1,7,8,-1,-3,3,-1,-11
COc1ccc(NC(=O)C2CCC2)cc1S(=O)(=O)Nc1cc(C)ccc1Br,13,0.7,1,0,0,-1,-9,-30,6,4
Cc1ccsc1/C=N/NC(=O)Cc1cc(=O)[nH][nH]1,3,-2.3,1,-8,-2,-1,3,5,19,10
COC(=O)C1=NN(C(C)(C)CC(C)=O)C2C(=O)N(C3CCCCC3)C(=O)C12 (stereo unspecified),-5,-0.8,2,-1,3,0,4,-4,-9,1
O=c1[nH]c(=O)n([C@H]2C[C@H](O)[C@@H](CO)O2)cc1F,-2,1.7,-7,1,-4,4,-11,4,2,0
O=C(CCN1CCCCC1)N/N=C/c1ccc(Br)cc1,-2,-0.4,-2,2,0,1,1,-4,0,6
NNc1cc2c(nn1)CCN(C(=O)c1ccccc1)C2,5,1.1,0,-4,2,5,6,13,10,3
# The listing continues.
SMILES,NR1D1 modulator,PG9 Ab binder,PRMT1 inh,UHRF1 MBD2 ctr,MBD2 inh,LEDGF integ inh,mABHD4 FP,HTRA1 inhibitor,rCAG binder,TCR-CD3 inh
CC(C)n1ncc2c(C(=O)Nc3ccc(S(N)(=O)=O)cc3)cc(C3CC3)nc21,-2,-0.8,3,0,-1,-1,18,-31,21,0
CCOC(=O)c1c(OCC)[nH]c2c1cc(O)c1ccccc12,-11,-13,13,-2,-6,1,28,6,12,12
COc1cc2c(cc1OC)C(c1ccccc1)N(C(=O)c1ccccc1F)CC2 (stereo unspecified),1,-1.0,0,-2,-3,1,-6,-4,-7,3
COC(=O)[C@]1(CNC(=O)c2cc(F)ccc2F)CC(=O)N(C)[C@@H]1c1ccccc1,-3,·,-7,-1,-3,0,1,·,0,·
CNc1ncc(C(=O)c2ccc(F)cc2)s1,-5,-1.4,-2,-4,0,-1,-2,5,-1,7
O=C(NCc1cccnc1)c1ccc(Cl)cc1[N+](=O)[O-],-6,-0.7,-4,-3,-1,1,-4,-5,2,-1
COc1ccccc1C(=O)Nc1ccc(S(=O)(=O)Nc2cnc3ccccc3n2)cc1,-6,-2.0,-6,-1,0,-1,-7,-5,34,0
CCc1cc(CNC(=O)C2CCC(=O)N(CCc3ccc(OC)cc3)C2)on1 (stereo unspecified),4,0.8,-2,-4,3,2,4,3,-9,8
O=[N+]([O-])c1ccccc1N(S(=O)(=O)c1ccccc1)S(=O)(=O)c1ccccc1,0,-0.3,6,2,0,-1,4,4,6,-1
Cc1c(C(=O)OCC(=O)N2CC(C)OC(C)C2)oc2ccc(Br)cc12 (stereo unspecified),-3,1.5,0,-1,-9,2,1,12,-8,4
Cc1cnc(C(=O)Nc2ccc(C)c(S(=O)(=O)N3CCCCCC3)c2)cn1,-1,-3.3,-5,2,-3,2,-6,-9,0,4
CC(=O)Nc1ccc(C(=O)OCC(=O)NC(=O)NCc2ccccc2)cc1,-1,-1.0,-5,3,2,3,-9,4,0,2
O=C(NCCCCc1ccccc1)C1CC(c2ccc([N+](=O)[O-])cc2)=NO1 (stereo unspecified),2,-1.9,-3,-4,1,-2,1,-1,-5,12
CCOC(=O)C1CCCN(CCC(=O)Nc2ccccc2)C1 (stereo unspecified),7,-1.3,1,0,2,-1,7,9,-1,0
Cc1ccc(/C(O)=C2\C(=O)C(=O)N(C)C2c2ccc(Br)cc2)cc1 (stereo unspecified),1,1.2,1,-2,2,-3,7,-2,6,-5
Cc1cc(NC(=O)CC2CCCC2)ccc1Br,1,-0.9,0,-2,-6,-8,-2,-20,0,8
Cc1ccc(-n2nc3c(=O)n(CCCC(=O)NCc4ccc(Cl)cc4)nc(C)c3c2C)cc1,-8,-0.4,-6,2,-1,-1,0,-3,-4,1
CCOC(=O)[C@@H]1[C@H]2COc3ccc(Br)cc3[C@@H]2N2C(=O)N(c3cccc(Cl)c3)C(=O)[C@@]12C,3,-0.3,-2,1,4,1,0,3,1,12
O=C(CCS(=O)(=O)c1ccccc1)Nc1nc(-c2cccs2)cs1,3,1.8,8,3,-4,-1,0,-14,9,-12
COc1ccc(Cc2nnc(NCCO)[nH]c2=O)cc1OC,-5,1.2,-4,1,0,-2,1,1,1,3
O=C(NCCc1ccccc1)c1cc(=O)c2ccccc2o1,-3,-1.4,-8,4,1,-1,-6,3,-5,6
CCOc1ccccc1-n1c(=S)sc2c(=O)n(-c3ccc(F)cc3)c(SCC(=O)O)nc21,-3,-0.3,10,4,3,-4,11,-4,25,-8
CCc1cccc(CC)c1NC(=S)NCC(c1cccnc1)N(C)C (stereo unspecified),0,-1.7,-1,14,10,0,5,8,-5,2
COc1ccc2[nH]c(=O)c(CN(CCc3ccccc3)C(C)=O)cc2c1,-4,-3.5,-1,-4,-8,6,-1,-4,0,5
Cc1oc(-c2ccccc2F)nc1CS(=O)(=O)CC(=O)NCCCc1ccccc1,-3,1.5,-2,-1,3,11,0,-9,6,7
COc1nc(NCc2ccco2)nc(N2CCC(C)CC2)n1,-1,0.1,-3,1,-3,3,0,-9,-7,9

# Among those listed so far, 9 have fluorine.
SMILES,NR1D1 modulator,PG9 Ab binder,PRMT1 inh,UHRF1 MBD2 ctr,MBD2 inh,LEDGF integ inh,mABHD4 FP,HTRA1 inhibitor,rCAG binder,TCR-CD3 inh
Cc1cccc(N(C(=O)Cn2nnc(-c3ccccc3F)n2)C(C(=O)NC(C)(C)C)c2ccncc2)c1 (stereo unspecified),7,-3.9,-1,1,-3,0,0,-2,1,0
CC1(c2nnnn2Cc2ccccc2)CCC(=O)N1CCc1ccccc1F (stereo unspecified),-4,-0.5,8,22*,15*,-3,-9,·,-1,-10
Cc1ccn(CC(=O)N2N=C(C(F)F)CC2(O)C(F)F)n1 (stereo unspecified),3,-0.4,1,9,2,1,7,1,5,-2
O=c1[nH]c(=O)n([C@H]2C[C@H](O)[C@@H](CO)O2)cc1F,-2,1.7,-7,1,-4,4,-11,4,2,0
COc1cc2c(cc1OC)C(c1ccccc1)N(C(=O)c1ccccc1F)CC2 (stereo unspecified),1,-1.0,0,-2,-3,1,-6,-4,-7,3
COC(=O)[C@]1(CNC(=O)c2cc(F)ccc2F)CC(=O)N(C)[C@@H]1c1ccccc1,-3,·,-7,-1,-3,0,1,·,0,·
CNc1ncc(C(=O)c2ccc(F)cc2)s1,-5,-1.4,-2,-4,0,-1,-2,5,-1,7
CCOc1ccccc1-n1c(=S)sc2c(=O)n(-c3ccc(F)cc3)c(SCC(=O)O)nc21,-3,-0.3,10,4,3,-4,11,-4,25,-8
Cc1oc(-c2ccccc2F)nc1CS(=O)(=O)CC(=O)NCCCc1ccccc1,-3,1.5,-2,-1,3,11,0,-9,6,7

# Some of the compounds tested; rates above refer to the full screens.
